Compound activity (PubChem)
AmpC inh detg – AmpC beta-lactamase inhibition with detergent present; P00811; actives 0.041% (n = 370,000); AmpC hydrolysis of nitrocefin, absorbance 480 nm, 0.01% Triton; Potency, µM (highest dose often 114 µM), without a hit: top-dose activity change, negative = inhibition, actives largely listed as inhibitors; AID 485294; active = well fitted inhibition curve with a large enough effect; inconclusive = small, poorly fitted or top-dose-only effect;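 note: potency is the fitted concentration of half-maximal effect; 0% = no-compound wells and -100% = no-enzyme wells; nearly all actives have a fitted effect of over 25% in size; some results filed as inactive show a strong effect at the top dose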
Target sequence (P00811 whole entry, looked up): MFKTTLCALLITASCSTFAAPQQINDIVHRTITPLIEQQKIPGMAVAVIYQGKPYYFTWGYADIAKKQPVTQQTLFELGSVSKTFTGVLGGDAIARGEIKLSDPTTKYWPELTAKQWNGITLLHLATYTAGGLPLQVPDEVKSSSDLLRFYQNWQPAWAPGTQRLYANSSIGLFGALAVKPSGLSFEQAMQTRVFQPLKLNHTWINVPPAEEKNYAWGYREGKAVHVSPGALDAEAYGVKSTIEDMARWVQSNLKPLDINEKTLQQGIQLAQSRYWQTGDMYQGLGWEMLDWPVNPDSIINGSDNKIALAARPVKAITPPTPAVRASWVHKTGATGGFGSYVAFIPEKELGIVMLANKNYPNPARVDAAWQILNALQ
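20 mM phosphate pH 7.0 + 0.01% (detergent screen) or 0.0001% Triton X-100; 5.3 nM AmpC reagent; cpd preinc 15 min RT; nitrocefin (800 uM stock) to start; A480 q20 s × 4 min; Activity was normalised to no-enzyme and no-compound control wells.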
HCMV inh – blocks human cytomegalovirus replication; actives 4.5% (n = 410,000); AID 1259415; activity change, negative = inhibition, % at 57.5 µM; HFF cells, HCMV-luciferase reporter, 72 h; active compounds read low; in the data active = activity change below about -60%; inconclusive = no clear call, values can overlap the other calls; inactive = above about -39%
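HFF cells seeded 16 h at 37C, treated with compounds, infected with luciferase-reporter HCMV at MOI 1 PFU/cell; luciferase read at 72 h post infection, normalized to buffer-only and Salinomycin controls.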
Active calls of the source: *; ? = inconclusive. Unless noted, % is set by controls: 0 for no effect and ±100 for the full control effect.

SMILES | AmpC inh detg | HCMV inh
Cc1c(C(=O)Nc2ccccc2)sc2nc(-c3cc4ccccc4oc3=O)[nH]c(=O)c12 | 1% | 5
Cc1c(NC(=O)c2ccc(Cl)cc2)cc(C(C)C)c(O)c1S(=O)(=O)c1ccccc1 | 0% | -15
O=C(NCc1ccc(Cl)cc1)C(=O)Nc1ccc(Br)cc1 | -1% | -1
Cc1ccc2c(c1)N(C(=O)CCC(=O)Nc1ccc(F)cc1F)CC(C)O2 (stereo not given) | -2% | -12
CCc1ccccc1NC(=O)CCC(=O)N1CC(C)Oc2ccc(C)cc21 (stereo not given) | -5% | -2
Cn1cc(S(=O)(=O)N2CCCCCC2)cc1C(=O)Nc1ccc(Cl)c(C(F)(F)F)c1 | 7% | -17
O=C(NCCc1ccc(Cl)cc1)c1ccc2c(c1)N(Cc1ccc(F)cc1Cl)C(=O)CS2 | 2% | -64*
CCCN1CCN(C(=O)Cn2ncc3c4ccccc4n(Cc4cccc(Cl)c4)c3c2=O)CC1 | 22% | -17
Cc1cccc(C(=O)NCC(c2ccc3c(c2)OCO3)N2CCOCC2)c1 (stereo not given) | 2% | 0
CCCC(C(=O)NCc1cccc(Cl)c1)N1Cc2ccccc2C1=O (stereo not given) | -5% | -4
Cc1cccc(C)c1Nc1c(-c2ccccn2)nc2ccc(Cl)cn12 | 12% | -8
Cc1cccc(-n2c(-c3ccco3)nc3c(cnn3-c3ccccc3C)c2=O)c1 | 2% | -11
CCc1ccc(-c2nn(CC(=O)NC3CCCC3)c3c2cnc2ccc(F)cc23)cc1 | 20% | 59
COc1ccc(N2C(=O)CSC23C(=O)N(C)c2ccccc23)cc1Cl (stereo not given) | -7% | -3
COc1ccc(-n2c(SCC(=O)NCc3ccc(Cl)cc3)nc3ccsc3c2=O)cc1 | 3% | -13
COc1cc(NC(=O)NC(C)c2c(-n3cccc3)sc3c2CCN(C)C3)cc(OC)c1 (stereo not given) | 4% | -22
Cc1cccc(N2CCN(C(=O)Nc3ccc(F)cc3)CC2C)c1 (stereo not given) | 19% | -20
Cc1nc(-c2ccc(C)c(S(=O)(=O)N3CCC(C(=O)NCc4ccc(Cl)cc4)CC3)c2)no1 | 0% | 4
CCN(Cc1ccccc1)C(=O)Cn1c(=O)n(-c2cccc(C)c2)c(=O)c2c1c1cc(C)ccc1n2C | 10% | -18
Cc1cc2c(cc1S(=O)(=O)Nc1cccc(C(F)(F)F)c1)OCCN2C | 25% | 37
COc1ccc(Nc2ncc3c(n2)CCN(Cc2sccc2C)C3)c(OC)c1 | -3% | -3
Cc1cc(=O)n(Cc2ccc(Br)cc2F)c2c1c(C)nn2-c1ccccc1 | -3% | 0
O=c1c2sc3ccccc3c2n(Cc2cccc(F)c2)c(=O)n1CCc1ccccc1 | -6% | 28
O=C(CSc1cn(CC(=O)N2CCOCC2)c2ccccc12)Nc1ccccc1 | -4% | 19
COc1ccc(C2C=C(c3ccccc3)Nc3nc(NC(=O)/C=C/c4ccccc4OC)nn32)cc1 (stereo not given) | 1% | -1
CCc1nnc(NC(=O)CSc2nc3c([nH]c4ccccc43)c(=O)n2-c2ccc(Cl)cc2)s1 | -2% | -9
COc1ccc(-c2nc(Cn3c(SCc4ccc(F)cc4)nc4cccnc43)c(C)o2)cc1 | 14% | -4
O=C(Nc1ccc2nc(SCCOc3ccccc3Cl)sc2c1)c1cccs1 | 6% | -88*
CCOc1ccc(C(CC(=O)O)N2Cc3ccccc3C2=O)cc1OC (stereo not given) | 1% | 4
CCN(CC)c1ccc(NC(=O)CN2C(=O)c3cccnc3Sc3ccccc32)c(C)c1 | 15% | 43
Cc1cccc(N(C)c2nc3ccc(C(=O)c4ccccc4)cc3n3c(C)nnc23)c1 | -9% | 0
COC(=O)c1ccc(NC(=O)n2ncc3c(C)cccc32)cc1 | 10% | 66
Cc1ccc(-c2cn3ccc(C)cc3n2)cc1 | 18% | ?
Cc1ccc(NC(=O)c2cn(-c3ccccc3)nc2-c2ccccc2)cc1 | 2% | -10
COc1ccc(-n2nc3c(N4CCC(C(=O)NCCc5ccccc5)CC4)nnc(C)c3c2C)cc1 | 11% | 2
CCOc1ccc(-n2c(=O)c3c4c(sc3n(Cc3cccc(Cl)c3)c2=O)CCCC4)cc1 | 8% | 9
CCc1ccccc1NC(=O)C(=O)NCCc1sc(-c2cccc(C)c2)nc1C | 1% | -30
CC(=O)c1ccc(NC2=NS(=O)(=O)c3ccccc32)cc1 | 25% | 32
COc1ccc(C2=NN(CC(=O)NCCc3ccccc3)C(=O)CC2)cc1 | 2% | 75
COc1ccc(C)cc1NC(=O)c1ccc(=O)n(Cc2ccccc2)c1 | 0% | -27
CCc1ccc2oc(-c3ccc(NC(=O)c4ccc(OC)c(Br)c4)cc3)nc2c1 | 16% | -2
CN1C(=O)C2(SCC(=O)N2c2ccc(F)cc2)c2ccccc21 (stereo not given) | 17% | -12
O=C(CCCn1c(=O)[nH]c2ccsc2c1=O)N1CCN(c2ccc(Cl)cc2)CC1 | 1% | ?
Cc1cc(C)c2c(n1)SCC(=O)N2CC(=O)Nc1ccccc1C | 17% | 23
CCOC(=O)COc1cc(C)c(Cl)cc1C(=O)c1ccn2nc(-c3ccc(OC)cc3)cc2n1 | 0% | 27
O=C(NCC(c1cccs1)S(=O)(=O)c1cccs1)c1ccccc1 (stereo not given) | 2% | -4
CCOCCCNC(=O)c1cnc2sc(N3CCCCCC3)nn2c1=O | 1% | -14
Cc1c(C(=O)N(Cc2ccccc2F)C2CCS(=O)(=O)C2)oc2ccc(F)cc12 (stereo not given) | 8% | 9
CN(C)CCN(Cc1ccco1)C(=O)c1oc2ccccc2c1NC(=O)c1ccccc1 | 7% | -61*
CCOc1ccccc1-c1noc(CSc2nnc(-c3ccccc3)n2-c2ccc(F)cc2)n1 | 11% | 8
Cc1ccc(Cc2c(C)nc3nc(SCC(=O)NC4CCC(C)CC4)nn3c2C)cc1 (stereo not given) | 15% | -19
Cc1ccccc1CNCCSc1nnnn1-c1ccccc1 | 24% | -12
Cc1cc(S(=O)(=O)C(CNC(=O)c2ccc(F)c(F)c2)c2cccs2)ccc1F (stereo not given) | 0% | 26
O=S(=O)(c1ccccc1)c1nnn2c1nc(NC1CCCCCC1)c1sccc12 | 16% | -6
CN(C)S(=O)(=O)c1ccc(C(=O)NCCSc2c(-c3ccc(Cl)cc3)[nH]c3ccccc23)cc1 | 4% | -38
Cc1cccc(N2CCN(S(=O)(=O)c3ccc(F)c(C(=O)Nc4ccc(C(C)C)cc4)c3)CC2)c1C | -1% | 12
COc1ccc(C)cc1NC(=O)NCCn1nnc2cc(S(=O)(=O)N(C)C)ccc21 | -5% | -14
CCc1ccc(NC(=O)C(CC)n2c(=O)c(C(F)(F)F)nc3ccccc32)cc1 (stereo not given) | 1% | 0
CCOc1ccc(CCNC(=O)Cn2nc(CC)n3c(cc4ccccc43)c2=O)cc1 | 14% | -2
Cc1cc(C)c2c(CC(=O)Nc3ccc(S(=O)(=O)Nc4nc(C)cc(C)n4)cc3)coc2c1 | 11% | -11

Already shown: an excerpt of the list.
SMILES | AmpC inh detg | HCMV inh
CN(C)CCN(Cc1ccco1)C(=O)c1oc2ccccc2c1NC(=O)c1ccccc1 | 7% | -61*
CCOc1ccccc1-c1noc(CSc2nnc(-c3ccccc3)n2-c2ccc(F)cc2)n1 | 11% | 8
Cc1ccc(Cc2c(C)nc3nc(SCC(=O)NC4CCC(C)CC4)nn3c2C)cc1 (stereo not given) | 15% | -19
Cc1ccccc1CNCCSc1nnnn1-c1ccccc1 | 24% | -12
Cc1cc(S(=O)(=O)C(CNC(=O)c2ccc(F)c(F)c2)c2cccs2)ccc1F (stereo not given) | 0% | 26
O=S(=O)(c1ccccc1)c1nnn2c1nc(NC1CCCCCC1)c1sccc12 | 16% | -6
CN(C)S(=O)(=O)c1ccc(C(=O)NCCSc2c(-c3ccc(Cl)cc3)[nH]c3ccccc23)cc1 | 4% | -38
Cc1cccc(N2CCN(S(=O)(=O)c3ccc(F)c(C(=O)Nc4ccc(C(C)C)cc4)c3)CC2)c1C | -1% | 12
COc1ccc(C)cc1NC(=O)NCCn1nnc2cc(S(=O)(=O)N(C)C)ccc21 | -5% | -14
CCc1ccc(NC(=O)C(CC)n2c(=O)c(C(F)(F)F)nc3ccccc32)cc1 (stereo not given) | 1% | 0
CCOc1ccc(CCNC(=O)Cn2nc(CC)n3c(cc4ccccc43)c2=O)cc1 | 14% | -2
Cc1cc(C)c2c(CC(=O)Nc3ccc(S(=O)(=O)Nc4nc(C)cc(C)n4)cc3)coc2c1 | 11% | -11

(list continues)
SMILES | AmpC inh detg | HCMV inh
COc1cccc(CNC(=O)CSc2nc3ccccc3nc2Cc2ccccc2)c1 | 20% | 13
COc1ccc(-c2onc(C)c2C)cc1S(=O)(=O)N1CCN(c2ccc(Cl)cc2)CC1 | 3% | ?
Cc1ccc(C)c(Nc2nnc(-c3ccc(C)c(S(=O)(=O)N4CCCCC4)c3)c3ccccc23)c1 | 10% | -66*
CCc1ccc(NC(=O)CSc2nc(C)cc(COC)c2C#N)cc1 | -1% | 6
Cc1onc(-c2ccc(Br)cc2)c1C(=O)Nc1ccc(Br)cc1F | -5% | 5
Cc1cccc(C(c2sc3nc(-c4ccco4)nn3c2O)N2CCN(c3ccccc3F)CC2)c1 (stereo not given) | 4% | 13
Cc1ccc(-n2ncc(C(=O)NCc3cccs3)c2C2CCN(C(=O)OC(C)(C)C)CC2)cc1 | 16% | 0
CSc1ccc(CCNC(=O)C(C)n2c(C)c3cnn(-c4ccccc4)c(=O)c3c2C)cc1 (stereo not given) | 13% | -12
CCCCOc1ccc(CNC(=O)C2CCN(c3nnc(-n4cccc4CNc4ccc(C)cc4)s3)CC2)cc1 | 0% | 6
COc1ccc(S(=O)(=O)c2cn(Cc3ccccc3)c3ccc(OC)cc3c2=O)cc1 | 1% | -13
CC(NC(=O)C(=O)Nc1c2c(nn1-c1ccccc1)CSC2)c1ccccc1 (stereo not given) | 1% | -22
CCOC(=O)c1c(C)c(C(=O)NCCc2ccc(OC)cc2)c(C)n1CC | 7% | -15
O=C(Cn1cc(SCc2cccc(F)c2)c2ccccc21)N1CCCC1 | -14% | 29
O=C(CCCCn1c(=O)c2ccccc2n(CC(=O)Nc2cccc(C(F)(F)F)c2)c1=O)NCc1ccc2c(c1)OCO2 | 19% | -23
CC1N=C2c3ccccc3N=C(SCC(=O)NCCc3ccccc3)N2C1=O (stereo not given) | 4% | 1
COc1ccccc1NC(=O)CSc1nc(-c2ccc(C(C)(C)C)cc2)c(C#N)c(=O)[nH]1 | 15% | -22
COc1cc(NC(=O)CCc2c(C)nc3c(c(C)nn3-c3ccccc3)c2C)cc(OC)c1OC | 12% | 13
CC(C)c1ccc(NC(=O)CN2C(=O)CCc3cc(S(=O)(=O)N4CCOCC4)ccc32)cc1 | -3% | 42
O=C(Nc1ccc2nc(SCC(=O)N3CCCc4ccccc43)sc2c1)c1ccccc1 | 19% | -30
COc1ccc(CNS(=O)(=O)c2cnc(N)nc2)cc1 | 3% | 19
CCOc1ccccc1NC(=O)N1CCc2c(sc3c2CCCC3)C1c1ccccc1 (stereo not given) | -3% | 3
CCOc1ccc(C2C(=O)N(C3CCCCCC3)CC(=O)N2Cc2ccccc2)cc1OC (stereo not given) | 7% | ?
CCN(c1ccccc1)c1nnc(NC(=O)Nc2ccc(Br)cc2)s1 | -2% | 1
CC(=O)c1ccc(NC(=O)CSc2nc(-c3ccc(C)cc3)nc3c2c(=O)n(C)c(=O)n3C)cc1 | 10% | 3
CCc1ccc2oc(-c3cc(NC(=O)c4cc(OC)c(OC)c(OC)c4)ccc3O)nc2c1 | 13% | 50
Cc1ccc(NC(=O)N2CCc3cc(S(=O)(=O)N4CCC(C)CC4)ccc32)cc1F | -5% | 68
Cc1cc(C)cc(NC(=O)Nc2nnc(N(C)C3CCCCC3)s2)c1 | 0% | 4
Cc1cccc(N(C)C(=O)Cn2cnc3nc4c(cc3c2=O)CCCC4)c1 | -1% | 6
Cc1cc(C)cc(NC(=O)N2CCN(C)c3ncccc32)c1 | 1% | 15
CCOC(=O)c1c(NC(=O)c2ccc(S(=O)(=O)N3CCC(C)CC3)cc2)sc2c1CCN(C)C2 | 9% | -82*
O=C(NCC(c1cccnc1)N1CCN(Cc2ccccc2)CC1)C(=O)Nc1cccc(F)c1 (stereo not given) | -9% | 17
COc1ccc(-c2nn(CC(=O)NCc3ccccc3)c3c2cnc2ccc(F)cc23)cc1 | 15% | 29
COc1ccc(Nc2cc(C(=O)NCCCN(C)C3CCCCC3)c3ccccc3n2)cc1 | -4% | -107*
CCOC(=O)c1c(NC(=O)c2cc(-c3ccc(OC)cc3)on2)sc(C)c1C | 15% | 6
COc1ccc(OC)c(NC(=O)c2cc3c(=O)n4cccc(C)c4nc3n2C)c1 | 18% | -37
COC(=O)c1cc2c(cc1NC(=O)c1c(C)nn(-c3ccc(C)cc3)c1-n1cccc1)OCO2 | 27% | 55
COc1ccc(-n2ncc(C(=O)NCc3ccc4c(c3)OCO4)c2C2CCN(C(=O)OC(C)(C)C)CC2)cc1 | 4% | 0
O=C(CN1C(=O)COc2ccc(S(=O)(=O)N3CCOCC3)cc21)N1CCN(c2ccccc2F)CC1 | -7% | 4

Some of the compounds tested (hit frequency here may not be typical).
